CDK5 inh – CDK5/p35 (human) kinase inhibition; Recombinant CDK5/p35, ADP-Glo luminescence, 60 min; inhibition, % at 10 µM; 0.01% of 330,000 active;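 active = highest replicate inhibition of at least 50% and at least 75% of replicates reaching 50%; inconclusive = only one of the two criteria met; inactive = both criteria failed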;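 note: plate controls were DMSO neutral control for no effect and GW8510 at 10 µM for full effect; many of its hits are not listed in these tables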
PvdQ acylase – blocks Pseudomonas aeruginosa PvdQ acylase activity; purified PvdQ acylase, fluorescence plate reader; inhibition, % at 10 µM; 0.063% of 340,000 active; AID 488965; in the data active = inhibition above about 30%, passing the limit was not always enough; inconclusive = no clear call, values can overlap the other calls;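 note: 0% = vehicle neutral wells and 100% = reference inhibitor wells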
Rtt109 Vps75 – C. albicans Rtt109 histone acetyltransferase inhibition; Q5AAJ8; purified Rtt109/Vps75, ThioGlo CoA-SH fluorescence, 4 h; inhibition, % at 34.9 µM; 0.16% of 330,000 active; AID 540336;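 active = inhibition of at least 50% in every replicate; inconclusive = best replicate reaches 50% inhibition but some replicates fall short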
Target sequence (Q5AAJ8 whole entry, looked up): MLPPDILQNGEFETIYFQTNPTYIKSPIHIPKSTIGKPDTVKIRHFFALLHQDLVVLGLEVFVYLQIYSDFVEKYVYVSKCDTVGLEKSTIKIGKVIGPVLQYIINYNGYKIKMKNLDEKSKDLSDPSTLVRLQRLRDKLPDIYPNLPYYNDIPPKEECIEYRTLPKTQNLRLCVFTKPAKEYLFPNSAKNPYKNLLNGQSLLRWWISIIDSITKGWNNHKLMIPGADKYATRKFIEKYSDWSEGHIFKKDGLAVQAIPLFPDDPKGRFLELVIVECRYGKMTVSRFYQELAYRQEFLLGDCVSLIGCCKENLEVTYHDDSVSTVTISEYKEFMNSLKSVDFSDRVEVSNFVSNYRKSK
SR-BI DiI-HDL act – SR-BI HDL lipid transfer activation; CHO ldlA[mSR-BI] cells, DiI-HDL uptake fluorescence, 3 h; 100 = double the neutral-control signal; activation, % at 12.5 µM; 0.096% of 320,000 active; AID 504775;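 active = mean replicate activation of at least 60% and every replicate at or above 60%; inconclusive = mean or all-replicate condition met, but not both; inactive = mean below 60% and not all replicates reaching 60%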;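 note: 0% = median plate neutral-control signal and 100% = twice that signal; values of inactives mirror those of a sister screen read the other way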
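Assay system: CHO ldlA[mSR-BI] cells, LDL receptor-null, SR-BI overexpressing; medium: Ham's F12 with 0.5% BSA, HEPES 25 mM, pH 7.4; also added: DiI-HDL 10 µg/mL; timing: 3 h uptake period with compound, 37 °C; signal: DiI fluorescence, bottom read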
MITF act – activators of MITF-driven TRPM1 promoter activity in SK-MEL-5 cells; activation, % at 12.5 µM; SK-MEL-5 TRPM1-promoter luciferase, 24 h; % of positive control, neutral wells = 0; AID 588334; 0.75% of 300,000 active;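 active = mean activation of at least 80% with every replicate also reaching 80%; inconclusive = mean reaches 80% but some replicate falls short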;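 note: 0% = neutral control wells and 100% = parthenolide positive control wells; values of inactives mirror those of a sister screen read the other way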
dFosB act – activators of mouse delta FosB homodimer; P13346; purified delta FosB, TAMRA-CDK5 oligo fluorescence polarization; percent of positive-control signal above neutral wells; activation, % at 25 µM; 0.99% of 340,000 active; AID 493131;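 active = mean activation above about 17%, with every replicate also reaching it, limit read from the data, passing the limit was not always enough; inconclusive = only one of the two conditions met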;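 note: fluorescence polarization rise as delta FosB binds a TAMRA Cdk5 AP-1 oligo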
SR-BI DiI inh – mouse SR-BI HDL lipid transfer inhibition; Q61009; ldlA[mSR-BI] CHO cells, DiI-HDL uptake fluorescence, 3 h; inhibition, % at 12.5 µM; 0.96% of 320,000 active;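 active = mean replicate inhibition of at least 70% and a set share of replicates each scoring 70 or more; inconclusive = meets just one of the two criteria; inactive = fails both criteria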;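 note: 0% = median of neutral control wells and 100% = median of positive control wells; values of inactives mirror those of a sister screen read the other way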
Target sequence (Q61009 whole entry, looked up): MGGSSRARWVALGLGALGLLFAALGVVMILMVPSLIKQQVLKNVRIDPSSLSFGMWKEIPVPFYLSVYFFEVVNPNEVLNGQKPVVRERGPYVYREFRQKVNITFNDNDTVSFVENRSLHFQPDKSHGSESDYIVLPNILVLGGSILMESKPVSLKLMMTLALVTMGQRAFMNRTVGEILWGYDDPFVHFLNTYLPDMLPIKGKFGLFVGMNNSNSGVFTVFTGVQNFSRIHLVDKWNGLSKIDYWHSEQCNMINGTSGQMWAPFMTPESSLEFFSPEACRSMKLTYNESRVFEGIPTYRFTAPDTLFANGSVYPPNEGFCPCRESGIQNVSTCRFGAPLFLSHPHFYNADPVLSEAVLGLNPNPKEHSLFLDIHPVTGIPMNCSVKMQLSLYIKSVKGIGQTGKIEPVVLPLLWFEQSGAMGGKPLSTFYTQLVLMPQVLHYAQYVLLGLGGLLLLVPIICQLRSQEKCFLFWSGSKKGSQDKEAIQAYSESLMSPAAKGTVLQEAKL
HTR5A ag – HTR5A agonism, opioid heterodimer counter-screen; P47898; HTR5A agonist assay, luminescence, cell-based; activation, % at 9.3 µM; 0.61% of 340,000 active; AID 504692; in the data active = activation mostly above about 9.5%, no sharp cut-off; inactive = mostly below about 7.6%;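 note: 0% = cells with vehicle only and 100% = reference agonist; strong numbers were not always called active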
RTF Ca sens act – cardiac RTF calcium sensitization; AID 493008; P19429+P45379; activation, % at 7.2 µM; 0.24% of 340,000 active; IANBD-labeled TnC RTF fluorescence at EC20 calcium; 0% EC20 calcium, 100% full calcium;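 active = activation above the mean over all tested compounds plus 3 SD, cut at about 30% in these data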;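 note: rise in fluorescence read as greater calcium sensitivity of cardiac thin filaments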
Wnt bcat act – Wnt/beta-catenin pathway activation. Wnt/beta-catenin reporter cell assay, activator, plate reader. activation, % at 9.35 µM. 1.2% of 300,000 active. AID 743398; in the data active = activation above about 30%, passing the limit was not always enough; inconclusive = no clear call, values can overlap the other calls;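 note: 0% = neutral control wells and 100% = positive control wells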
Starred values were filed as active, the others as inactive; u = inconclusive; x = no result given.

Structure,CDK5 inh,MITF act,RTF Ca sens act,SR-BI DiI-HDL act,HTR5A ag,Rtt109 Vps75,Wnt bcat act,dFosB act,PvdQ acylase,SR-BI DiI inh
O=S(=O)(CCNC1CC1)NC1CCCCC1,0.9,9,-7,-13,2,12,-4,0,-14,13
O=C(CCc1nc2ccccc2c(=O)[nH]1)NCc1ccco1,1.0,-4,5,11,1,24,-2,0,10,-11
CCN1C(=O)c2cccc3c(S(=O)(=O)NC(Cc4c[nH]c5ccccc45)C(=O)O)ccc1c23 (stereo unspecified),-1.4,1,-4,38,0,-9,-1,-4,-5,-38
Cc1ccc(C)c(OCC(O)CNC2CCCC2)c1 (stereo unspecified),-1.3,x,-1,-7,-1,2,-1,1,-18,7
OCCC1CN(Cc2cc(F)ccc2-n2cccn2)CCN1C1CCCC1 (stereo unspecified),0.8,-11,5,x,4,-2,1,7,-18,x
O=C(Nc1ccc(N2CCOCC2)cc1)c1ccccc1SCC(=O)N1CCCC1,1.1,5,3,2,1,-12,-1,-2,-16,-2
CCCNC(=O)COC(=O)/C=C/c1ccc2c(c1)OCO2,0.4,3,7,37,7,5,-1,4,-7,-37
O=C(NC(C(=O)N/N=C/c1cc([N+](=O)[O-])ccc1O)c1n[nH]c(=O)c2ccccc12)c1ccccc1 (stereo unspecified),-2.6,-4,-1,x,-9,14,3,-4,-5,x
CCOc1ccc(NC2CCCCC2NS(=O)(=O)c2ccccc2)cc1 (stereo unspecified),x,-10,-7,2,-1,-1,0,-10,-5,-2
CC(=O)CCc1c(C)[nH]c2ccc(NC(C)=O)cc2c1=O,0.9,5,5,15,-3,5,x,2,2,-15
Cc1ccc(S(=O)(=O)N2CCCOC2CNC(=O)C(=O)NCCC2=CCCCC2)cc1 (stereo unspecified),0.3,0,1,-12,0,10,-2,-5,7,12
Cc1cccc(C)c1OCC(=O)NNC(=O)Nc1ccc(Cl)cc1,4.3,5,2,14,5,15,-6,3,1,-14
Cc1cccc(NC2(C(F)(F)F)N=C(c3ccccc3)NC2=O)n1 (stereo unspecified),-1.6,-4,8,9,-1,-10,0,8,-18,-9
CN(C)c1ccc(/C=C(\NC(=O)c2ccccc2)C(=O)NCc2ccncc2)cc1,1.2,-3,-4,10,7,13,-2,-6,-4,-10
CSc1n[nH]c(NC2=CC(=O)CCC2)n1,23,0,1,10,0,1,x,-1,0,-10
COc1ccc(-c2nsc3c(SCc4ccccc4)ncnc23)cc1,-0.2,11,0,-21,-2,-6,5,2,-10,21
Cc1ccc(-c2nc3c(c(=O)c4ccccc4n3C)c(=O)n2Cc2ccco2)cc1,0.0,x,4,-20,13,19,12,-25,7,20
O=c1[nH]cc(S(=O)(=O)N2CCCc3ccccc32)c(=O)[nH]1,0.0,-6,-1,42,2,-1,1,2,-6,-42
COc1cccc(C(=O)N/N=C2/SCC(=O)N2CCc2ccc(OC)c(OC)c2)c1,2.1,-10,-2,17,2,-6,-13,2,-12,-17
OC(COCc1cccs1)CN1CCN(c2cccc(C(F)(F)F)c2)CC1 (stereo unspecified),0.4,5,6,16,1,8,-7,-15,-9,-16

Further compounds follow.
Structure,CDK5 inh,MITF act,RTF Ca sens act,SR-BI DiI-HDL act,HTR5A ag,Rtt109 Vps75,Wnt bcat act,dFosB act,PvdQ acylase,SR-BI DiI inh
CN(C)S(=O)(=O)c1cccc(NC(=O)COC(=O)/C=C/c2ccc([N+](=O)[O-])cc2)c1,-1.6,-1,1,-35,5,5,-1,0,-8,35
CCC(NC(=O)c1cc(COc2cncc(Cl)c2)on1)c1ccc(C)cc1 (stereo unspecified),-3.6,5,2,-10,-1,12,-3,-5,-10,10
Cc1noc(C)c1COc1ccc(C(=O)NCC(c2c(F)cccc2Cl)N(C)C)cc1 (stereo unspecified),-1.8,-5,-1,-14,-4,-7,1,-3,-9,14
CCC(Cc1ccccc1)NC(=O)Cn1ncc2ccsc2c1=O (stereo unspecified),-0.6,0,2,4,4,8,-5,-1,4,-4
O=C(c1ccc([N+](=O)[O-])cc1)c1cc2ccc(O)cc2oc1=O,0.8,-12,1,-9,-4,x,0,6,15,9
O=C(Cn1c(NCCCO)nc2ccccc21)c1ccc(F)cc1,0.0,2,0,5,-3,2,0,4,-10,-5
Cn1cncc1C#Cc1c(-c2ccsc2)sc2ccccc12,-1.4,-14,-3,-63,19,-11,1,-2,-7,63
Cc1onc(-c2c(F)cccc2Cl)c1C(=O)Nc1nc2ccccc2[nH]1,-5.4,10,-2,-39,-2,3,x,3,-16,39
O=C(COC(=O)c1c[nH]c2ccccc12)NC1CCCCC1,1.0,-13,-3,56,-4,0,5,-10,-10,-56
NC(=O)CC1NC(=O)c2ccccc21 (stereo unspecified),0.2,-3,-5,-5,2,-12,x,3,-6,5
COc1ccc(NC(=O)N2CCN(c3ccc([N+](=O)[O-])cc3)CC2)cc1OC,1.4,5,4,-54,5,u,-1,-17,-8,54
O=C(N/N=C1\CCCc2ccccc21)c1ccc([N+](=O)[O-])cc1Cl,0.1,15,-8,-31,1,-5,u,-3,5,31
COC(=O)/C=C/c1cnc2ccccc2c1,-1.9,38,4,-8,-2,-3,5,-5,-9,8
CN(C)C(=S)NC(=NCc1ccc([N+](=O)[O-])cc1)c1ccccc1,-4.3,0,-3,1,1,-1,-5,2,-6,-1
O=c1c2ccccc2[nH]c(=S)n1Cc1ccccc1,0.0,9,2,22,5,-4,1,3,-17,-22
COc1cc(C(=O)c2ccccc2C(=O)O)c(OC)c2c1CCCC2,0.5,1,2,10,-1,-5,-1,3,-1,-10
CCOc1ccc(C(=O)NN2C(=O)C3C4C=CC(O4)C3C2=O)cc1 (stereo unspecified),0.8,5,7,7,3,-4,x,1,-6,-7
CN(CC(=O)Nc1ccccc1Cl)C(=O)c1cc(C2CC2)nn1-c1ccccc1,-6.3,-6,4,-27,-6,2,-1,-5,-23,27
O=C(O)c1ccc(CSc2nnc(-c3ccncc3)n2-c2ccc(Br)cc2)cc1,-4.2,7,-1,15,1,0,-2,-6,-6,-15
COc1cc2c(cc1NC(=O)CSc1nnc(Cc3cccs3)n1C)oc1ccccc12,-0.9,-9,8,-46,-1,-18,x,-3,-2,46

Additional structures:
Structure,CDK5 inh,MITF act,RTF Ca sens act,SR-BI DiI-HDL act,HTR5A ag,Rtt109 Vps75,Wnt bcat act,dFosB act,PvdQ acylase,SR-BI DiI inh
CCO[C@H]1OC(C(=O)N2CCN(Cc3ccc4c(c3)OCO4)CC2)=C[C@@H](c2ccccc2)[C@@H]1CCCO,0.3,6,6,2,2,4,16,-1,-3,-2
Cc1cc(N)ccc1NC(=O)c1ccccc1,0.2,x,2,16,-3,1,x,0,8,-16
CCOc1ccccc1C(=O)N(Cc1ccccc1)Cc1cc2cc3c(cc2[nH]c1=O)OCCO3,2.2,-3,3,2,-1,x,-1,1,3,-2
CC(C)(C)CC(=O)O/N=C(\N)c1ccncc1,1.3,7,-3,22,-2,-4,4,-5,-11,-22
COCc1[nH]nc2c1C(c1ccsc1)C(C#N)=C(N)O2 (stereo unspecified),0.1,-5,-2,-1,2,17,0,-2,-6,1
CCOC(=O)/C=C(/C)N1N=C(c2ccc(OC)cc2)CC1c1cccc([N+](=O)[O-])c1 (stereo unspecified),1.3,-3,5,-22,3,-2,26,-1,7,22
O=[N+]([O-])c1ccc(N2CCN(S(=O)(=O)c3ccccc3)CC2)cc1,0.7,10,-10,4,6,10,-1,-6,2,-4
CS(=O)(=O)N(CC(=O)NCCSCc1ccco1)c1ccc2c(c1)OCO2,-0.4,-2,8,19,-3,-1,-3,0,3,-19
O=C(Nc1ncc(Br)s1)C(Cc1ccccc1)n1cccc1 (stereo unspecified),0.1,6,-4,31,7,10,-3,-4,2,-31
COC(=O)CSc1nnc(CNC(=O)c2ccc(OC)cc2OC)n1C,-1.3,-11,-4,-6,0,-4,x,-4,-10,6
CC(=O)N(CCC1(C(C)C)CCOC(C)(C)C1)C(C)c1cccs1 (stereo unspecified),1.6,8,-2,-5,-1,10,-2,3,-11,5
Cc1ccccc1NC(=O)COC(=O)CC1CCCC1,-0.7,-3,4,-3,-1,8,1,0,1,3
N#Cc1ccccc1Sc1ccccc1C(=O)OCC(=O)NC12CC3CC(CC(C3)C1)C2,-0.4,6,4,15,8,-7,x,-11,3,-15
O=C(Cn1cnc2cc([N+](=O)[O-])ccc2c1=O)Nc1cccc(S(=O)(=O)N2CCCCC2)c1,1.0,-53,1,-53,4,9,-7,-7,-3,53
COc1ccc(NC(=O)Cn2c(=O)oc3cc(Cl)ccc32)c(OC)c1,1.8,0,2,-11,1,16,0,5,16,11
O=S(=O)(NC1CCCC1)c1ccc(S(=O)(=O)N2CCc3ccccc32)cc1,-1.2,-15,9,-45,2,10,x,-11,-4,45
Cc1nc2ccccn2c1-c1csc(Nc2cccc(C(=O)O)c2)n1,0.3,1,-3,37,2,1,1,2,0,-37
O=C(Nc1cccc(Cl)c1)C1CCCN(S(=O)(=O)c2cnc[nH]2)C1 (stereo unspecified),-0.7,-7,-4,14,6,-2,-1,-5,-23,-14
CCn1c(Sc2ccc(N)cc2Cl)nc2ccccc21,0.7,-4,2,-58,7,2,-10,-9,-5,58
Cc1cc(C)n(-c2ccc(C(=O)Nc3ccc(N4CCOCC4)cc3)cc2)n1,-1.4,-5,0,-59,-1,0,x,-7,-13,59

Three compounds out of the list, sorted by length of the SMILES, descending:
Structure,CDK5 inh,MITF act,RTF Ca sens act,SR-BI DiI-HDL act,HTR5A ag,Rtt109 Vps75,Wnt bcat act,dFosB act,PvdQ acylase,SR-BI DiI inh
O=C(Nc1ccc(N2CCOCC2)cc1)c1ccccc1SCC(=O)N1CCCC1,1.1,5,3,2,1,-12,-1,-2,-16,-2
O=C(Cn1c(NCCCO)nc2ccccc21)c1ccc(F)cc1,0.0,2,0,5,-3,2,0,4,-10,-5
COC(=O)/C=C/c1cnc2ccccc2c1,-1.9,38,4,-8,-2,-3,5,-5,-9,8

Next part
Structure,CDK5 inh,MITF act,RTF Ca sens act,SR-BI DiI-HDL act,HTR5A ag,Rtt109 Vps75,Wnt bcat act,dFosB act,PvdQ acylase,SR-BI DiI inh
O=C(NNC(=O)c1cc(Br)ccc1O)c1csc(N2CCOCC2)n1,0.8,-10,4,-128,2,-18,x,-2,-12,128*
CN(CC(=O)Nc1ccccc1C(F)(F)F)C(=O)CCc1nc2sc3c(c2c(=O)[nH]1)CCCC3,-1.0,-4,-5,-15,4,4,-1,23*,1,15
O=C(O)c1cc(N=Cc2c(O)c3ccccc3oc2=O)ccc1O,1.0,-9,-8,18,1,-14,0,-9,0,-18
N#Cc1ccc(N2CCCNCC2)nc1,1.6,17,-6,-37,0,-2,-2,0,2,37
COc1ccc(C(CNC(=O)c2cccc(S(=O)(=O)Nc3ccccc3OC)c2)N2CCCC2)cc1 (stereo unspecified),1.1,-4,-1,21,-1,x,-1,-2,16,-21
COc1ccc(/C=N/N=C2/NC(=O)C(CC(=O)NC(C)C)S2)cc1 (stereo unspecified),1.1,2,-3,-1,6,3,-1,3,-4,1
CCOc1ccc(C2=[N+]([O-])C(C)(C)N(O)C2(C)C)cc1,3.3,4,-2,-20,-4,-8,-5,-3,7,20
